Screening results: PubChem BioAssay, several laboratories
M17LAP inhibition: P. falciparum M17LAP inhibitors, primary screen, biochemical, fluorogenic H-Leu-NHMec substrate, 1536-well (AID 1619); 0.38% of 220,000 active; inhibition, % at 30 µM; hits with a dose series show IC50 in µM; recombinant M17LAP, H-Leu-NHMec fluorogenic kinetic assay; higher % means a stronger effect;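 active = compound inhibiting the enzyme by more than half at any dose during confirmatory dose-response retesting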;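 also: plate controls were full reaction with DMSO carrier for no effect and no enzyme background for full effect; strong numbers were not always called active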
K1F lysis inhibition: inhibition of K1F phage lysis, E. coli UTI89, bacterial capsule biogenesis inhibitors, alamar blue (AID 488966). E. coli UTI89 K1F phage lysis, alamar blue, 2 h; higher % means a stronger effect. inhibition, % at 100 µM; hits with a dose series show IC50 in µM. 0.02% of 340,000 active;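 active = phage lysis inhibition, versus mean bacterial control, above a set limit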;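 also: capsule biogenesis inhibitors block K1F phage lysis so surviving cells raise fluorescence; higher fluorescence means more inhibition of phage lysis; actives were called in the ten point dose series up to 300 µM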
MT stabilize HCS: microtubule stabilizers in HeLa cells; HeLa tubulin immunostaining HCS, 24 h; share of cells brighter than vehicle mean+2SD; % tubulin-high responders, % at 10 µM; 0.83% of 200,000 active; AID 2205;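 active = plate Z-score above 3 for both tubulin-high and condensed-nucleus cell shares, with cell loss under 80%, at 10 µM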;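 also: anti alpha tubulin signal scored within the nucleus-defined area of each cell; some results filed as inactive read as strong as hits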
M1AAP inhibition: P. falciparum M1AAP inhibitors, biochemical, fluorogenic H-Leu-NHMec substrate, 1536-well (AID 1445); recombinant M1AAP, H-Leu-NHMec fluorogenic kinetic assay; higher % means a stronger effect; inhibition, % at 30 µM; hits with a dose series show IC50 in µM; 0.42% of 220,000 active;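 active = primary inhibition above the hit cutoff, then over 50% inhibition at one or more dose response concentrations, cut at about 23% in these data, passing the limit was not always enough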;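 also: plate controls were DMSO full reaction for no effect and no enzyme background for full effect; strong numbers were not always called active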
Autophagy HCS: alters autophagy in cells. 0.98% of 190,000 active. calls only at 10 µM (by protocol). MEF GFP-LC3 puncta imaging; test concentration mostly 10 µM;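 active = percentage of spot-positive cells more than 3 SD above its plate mean, without a fluorescence outlier flag or 80% toxicity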;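 also: spot-positive cell cutoff set from DMSO-treated cells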
b-catenin transl: modulators of beta-catenin nuclear translocation; 0.3% of 190,000 active; HeLa beta-catenin nuclear translocation, immunofluorescence imaging; nuclear translocation activity, % at 5 µM; AID 1665;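 active = nuclear translocation activity above 50% at 5 µM, with a well cell count of 50 or more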;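 also: per-cell ratio of nuclear to cytoplasmic median beta-catenin stain intensity; plate controls were DMSO negative control for no effect and GSK-3 inhibitor IX positive control for full effect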
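Signal – beta-catenin immunofluorescence imaging with DAPI · Test system – human HeLa cell line · Dosing – 5 µM primary single dose, 0.1% DMSO, 0.02–20 µM confirmation series · Measure – % activation, nuclear-to-cytoplasmic median beta-catenin signal ratio per cell · Incubation – 24 h compound exposure at 37°C, 5% CO2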
Ins promoter up: MIN6 insulin promoter up-regulation; z-score at 5 µM; 0.3% of 190,000 active; MIN6 insulin promoter-GFP reporter, high-content imaging; hits give high values;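 active = z-score above 3 at 5 µM with at least 500 cells counted in the well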
Dynein cargo inh: dynein cargo transport inhibition; 3617.4 mouse cells, GR-EGFP nuclear translocation imaging; test concentration mostly 20 µM; stimulated with dexamethasone, 1 µM; hits give low values; z-score, hits read low; 0.47% of 220,000 active; AID 1381;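 active = plate z-score of nuclear minus cytoplasmic receptor signal below a set negative limit, without overly bright fluorescence or cell loss, cut at about -3.5 in these data, passing the limit was not always enough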;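 also: z-score of nuclear minus cytoplasmic ring GR-EGFP intensity difference per well; some compounds called inactive have numbers as strong as hits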
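Also added – dexamethasone, 1.0 µM final · Buffer or medium – tet-free, stripped-serum medium · Schedule – induction 48 h, compound 1 h, agonist 30 min · Detection – formaldehyde fixation, Hoechst nuclear stain, 10x automated fluorescence imaging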
CSM14.1 death rescue: protection against thapsigargin-triggered cell killing – 384-well, CSM14.1, ATP luminescence, primary screen (AID 1222); cellular ATP content (survival), % at 20 µM; hits with a dose series show EC50 in µM; 190,000 tested, under 10 active; CSM14.1 thapsigargin-induced death rescue, ATP luminescence; higher % means a stronger effect;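 active = EC50 below 50 µM in the dose-response confirmation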;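 also: death triggered by thapsigargin at about 15 µM added after 2 h compound pretreatment; cell ATP read after overnight thapsigargin exposure of roughly 18 to 22 hours; normalized against plate controls of thapsigargin alone and 5% DMSO vehicle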
Dynein cargo inh cytoplasmic EGFP: second read-out of Dynein cargo inh, no call of its own (marks repeat the call); z-score; measured here: cytoplasmic GR-EGFP intensity; hits give high values
Dynein cargo inh nuclear GR-EGFP: second read-out of Dynein cargo inh, no call of its own (marks repeat the call); z-score; measured here: nuclear GR-EGFP intensity;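 lower value marks the stronger effect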
Dynein cargo inh cell count: second read-out of Dynein cargo inh, no call of its own (marks repeat the call); z-score; measured here: cell count per field
Ins promoter up cell count: further read-out of Ins promoter up, marked with its call; cell count; measured here: cytotoxicity, nuclei count;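 total cells summed across four imaged fields per well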
b-catenin transl cell count 5 µM: recorded beside b-catenin transl, whose call it bears; cell count; measured here: cell count, cytotoxicity flag
MT stabilize HCS Hoechst-high %: further read-out of MT stabilize HCS, marked with its call; % Hoechst-high responders; measured here: nuclear condensation Hoechst responders;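 share of cells brighter than vehicle mean plus two SD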
MT stabilize HCS cytotoxicity %: second read-out of MT stabilize HCS, no call of its own (marks repeat the call); toxicity, %; measured here: cytotoxicity by cell density;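 0% = mean cell density of plate MIN control wells and 100% = no cells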
Autophagy HCS cell loss 18 h: further read-out of Autophagy HCS, marked with its call; toxicity, %; measured here: cell loss, nuclei count;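 cell loss after 18 h compound exposure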
* hit, by the source's call; i = inactive; nt = no result given; [ ] = remark or other dose. Outcome played no part in choosing rows. About 2.9% of those tested had a hit in this group.

SMILES | M17LAP inhibition | K1F lysis inhibition | MT stabilize HCS | MT stabilize HCS Hoechst-high % | MT stabilize HCS cytotoxicity % | M1AAP inhibition | Autophagy HCS | Autophagy HCS cell loss 18 h | b-catenin transl | b-catenin transl cell count 5 µM | Ins promoter up | Ins promoter up cell count | Dynein cargo inh | Dynein cargo inh cytoplasmic EGFP | Dynein cargo inh nuclear GR-EGFP | Dynein cargo inh cell count | CSM14.1 death rescue
CC1=NNC(=O)C1CC(=O)N/N=C/C=C/c1ccccc1 (stereo unspecified) | 19.3% | -0.1% | nt | nt | nt | 2.4% | nt | nt | 0.2 | 1348 | 0.49 | 1156 | -0.0391 | -0.24 | 0.405 | -0.131 | nt
CN(C(=O)CC1C(=O)NCCN1Cc1ccc(F)cc1)C1CCOCC1 (stereo unspecified) | 4.6% | 0.2% | nt | nt | nt | 4.3% | nt | nt | 0.6 | 1331 | -0.15 | 1075 | -0.149 | 0.839 | 0.229 | 0.308 | nt
CCOC(=O)CN=C1CC(C)(C)CC2=C1Sc1ncnc(N(C)C)c1N2 | 9.3% | -0.5% | 1.5 | 1.0 | 2.1 | 9.7% | i | 6.9 | nt | nt | nt | nt | -0.197 | -0.176 | -0.293 | 0.444 | 4.8%
COc1cc(NC(=S)NC(=O)c2c(OC)cccc2OC)ccc1NC(=O)c1cccs1 | -13.6% | -0.1% | 21.2* | 12.9* | 31.7* | 13.8% | i | 9.8 | 1.0 | 1364 | 0.12 | 1531 | 0.0513 | -0.173 | -0.227 | 0.238 | -0.3%
O=C(Nc1cc(=O)[nH]c2ncnn12)c1ccccc1 | -11.6% | 2.3% | 2.0 | 1.9 | 3.7 | 6.5% | i | 10.7 | -1.8 | 892 | -0.45 | 1434 | 0.251 | -0.223 | 0.484 | 0.602 | 2.7%
Cc1cc(C)cc(C(=O)O/N=C(\N)c2ccc(Br)cc2)c1 | 7.7% | 0.7% | 2.2 | 1.3 | 2.8 | 0.4% | i | -4.6 | 1.7 | 1438 | -0.18 | 1615 | -0.842 | -0.234 | -1.07 | 0.677 | -1.4%
O=c1[nH]c2ccccc2c2nc(-c3cccc(S(=O)(=O)N4CCCC4)c3)nn12 | -10.0% | -0.1% | nt | nt | nt | 1.7% | nt | nt | 4.8 | 1274 | -0.42 | 968 | 0.424 | -0.236 | 0.661 | -0.293 | nt
CC(NC(=O)CSC1=NCCS1)c1ccccc1 (stereo unspecified) | -1.4% | 1.8%[50 µM] | 4.1 | 2.5 | 3.6 | 2.1% | i | 4.4 | -1.7 | 1300 | 0.43 | 1545 | -0.13 | -0.269 | -0.305 | 0.29 | 0.2%
COc1ccc(C)cc1S(=O)(=O)N(C)CC(=O)NC1CCCC1 | 9.4% | 4.0% | 2.0 | 1.8 | 3.9 | -0.3% | i | -1.8 | 1.4 | 527 | -0.14 | 1228 | 0.312 | -0.219 | 0.481 | -0.0461 | -1.1%
O=C(CC1NCCNC1=O)OCc1ccccc1 (stereo unspecified) | -1.2% | 0.2% | 2.0 | 2.0 | 20.6 | 0.0% | i | 1.7 | 0.0 | 1047 | -0.46 | 1313 | -0.27 | -0.269 | -0.0304 | 0.591 | 7.6%
CC(NC(=O)C(NC(=O)C(Cc1c[nH]c2ccccc12)NC(=O)OC(C)(C)C)C(C)C)C(N)=O (stereo unspecified) | 2.8% | -2.5% | 4.5 | 1.7 | 7.3 | -0.6% | i | 11.4 | 2.0 | 1109 | 0.3 | 1222 | 2.3 | -0.283 | 1 | -0.888 | nt
Cc1ccc(/C(C#N)=C\c2ccc(N3CCOCC3)o2)cc1 | 0.6% | 1.3% | 1.3 | 1.4 | 10.9 | 6.7% | i | 1.1 | 0.5 | 1083 | nt | nt | -2.98 | 1.43 | -1.41 | 0.375 | -1.6%
CCN(CCCNC(=O)C1CCC(=O)N1C(C)C)c1cccc(C)c1 (stereo unspecified) | 4.2% | -0.7% | 1.5 | 1.0 | 3.6 | 0.9% | i | 1.8 | nt | nt | 1.47 | 1018 | -0.212 | -0.18 | -0.00224 | 1.38 | 1.3%
CC[C@H](C)[C@H](NS(=O)(=O)c1ccc(C)cc1)C(=O)N1CCC(C(=O)N[C@H](C(=O)O)C(C)C)CC1 | -5.4% | -1.3% | 1.9 | 2.0 | 1.7 | 1.9% | i | 2.0 | 0.4 | 1107 | -0.05 | 1119 | 2.01 | -0.184 | 0.608 | -1.21 | -0.2%
CC(=O)Nc1nc2ccc(-c3nc4ccccc4o3)cc2s1 | 6.4% | 3.4% | 2.3 | 1.8 | 6.7 | 5.6% | i | 3.0 | 3.6 | 705 | nt | nt | -0.339 | -0.121 | -0.852 | -0.261 | -1.3%
Cc1cnc(NC(=O)CSc2nnc(-c3cccs3)n2C)s1 | -0.8% | 0.4% | 2.5 | 1.5 | 6.8 | -6.1% | i | 2.0 | -5.6 | 1004 | -0.17 | 1165 | 0.251 | -0.218 | -0.024 | 0.313 | -1.3%
COc1ccc(C(=O)NCC2CCCO2)cc1S(=O)(=O)N1CCCc2ccccc21 (stereo unspecified) | 1.5% | 0.2% | 3.1 | 3.0 | 7.1 | -3.8% | i | -4.3 | -1.8 | 1084 | -0.13 | 1171 | 1.26 | -0.25 | -0.0774 | -1.29 | -0.4%
CCC(=O)Nc1ccc(NC(=S)Nc2ccccc2)cc1 | -1.6% | 10.8% | 2.9 | 2.3 | 3.8 | 5.0% | i | 15.0 | -1.9 | 539 | 0 | 1346 | -0.0964 | -0.253 | 0.0587 | 0.566 | 10.2%
CC(C)OC(=O)c1ccc(OC(=O)c2cccnc2)cc1 | 10.7% | 5.9% | 1.4 | 1.4 | 23.6 | 2.1% | i | -6.8 | -1.5 | 1122 | -0.16 | 1130 | -0.666 | 1.02 | 0.342 | -0.312 | nt
CCC(=O)Nc1cccc(NC(=S)NC(=O)c2cc3ccccc3o2)c1 | 3.7% | -1.0% | 2.9 | 3.4 | 6.3 | 7.7% | i | -3.0 | 1.1 | 1050 | -0.24 | 1179 | 0.31 | -0.314 | 0.37 | -0.532 | -0.2%
CCC(C)[C@H](NC(=O)NCc1cccnc1)C(=O)OC (stereo partly specified) | 0.6% | -0.6% | nt | nt | nt | 5.7% | nt | nt | -1.6 | 1193 | -0.25 | 1482 | -0.442 | -0.281 | -0.292 | -0.104 | nt
Cc1ccc(-c2ccc(SCC(=O)N3CCCc4ccccc43)nn2)cc1 | -2.0% | nt | 2.7 | 2.7 | 9.5 | 0.6% | i | 40.2 | 0.2 | 1066 | -0.37 | 1495 | -0.672 | -0.266 | -0.342 | 0.899 | -2.9%
CCOC(=O)C1(CCCc2ccccc2)CCN(C(=O)CCn2cnnn2)CC1 | nt | -0.1% | 1.9 | 2.2 | 5.9 | nt | i | -7.5 | 1.5 | 978 | nt | nt | 0.104 | -0.0823 | 0.59 | -0.868 | 1.3%
CC12CC3CC(C)(C1)CC(C(=O)Nc1nn[nH]n1)(C3)C2 | 9.3% | 0.4% | 4.5 | 3.0 | 11.3 | 1.7% | i | -7.7 | -2.3 | 990 | 0.27 | 1126 | -0.916 | -0.156 | -0.183 | 0.814 | -2.6%
COc1ccc(NC(=O)Cn2cnc3ccccc3c2=O)cc1OC | 14.4% | -0.1% | 1.9 | 1.5 | 10.1 | 0.5% | i | -1.4 | 0.6 | 1525 | -0.92 | 1523 | 0.0185 | 0.324 | -0.227 | 0.099 | 0.3%
Cc1ccc(O)c(-c2cc(-c3ccccc3C)[nH]n2)c1 | -1.2% | -6.1% | 4.1 | 2.5 | 4.7 | -2.4% | i | -4.1 | nt | nt | -0.43 | 1236 | -1.27 | -0.00538 | -0.929 | -4.42 | -2.1%
CCOC(=O)/C=C/C(=O)OCC(=O)Nc1ccc([N+](=O)[O-])cc1 | -2.6% | 0.0% | nt | nt | nt | -0.8% | nt | nt | 1.3 | 1386 | -0.25 | 888 | -1.44 | 0.217 | -0.0603 | -1.26 | nt
N#Cc1ccc(OCC(O)CS(=O)(=O)c2ccccc2)cc1 (stereo unspecified) | -1.2% | -0.2% | 1.6 | 2.6 | 6.9 | 5.7% | i | 7.6 | 0.9 | 1409 | -0.05 | 1590 | -0.416 | -0.259 | -0.0919 | 0.392 | -0.1%
CCOc1cc(Br)ccc1S(=O)(=O)NCc1ccccc1 | 4.4% | -0.3% | 2.7 | 1.4 | 3.5 | 18.3% | i | 24.8 | 2.3 | 1429 | -0.23 | 1362 | 0.196 | -0.176 | 0.576 | 0.252 | -0.4%
c1ccc2sc(Sc3ncnc4sccc34)nc2c1 | 0.1% | 0.0% | 3.4 | 2.9 | 9.4 | 10.3% | i | -22.7 | nt | nt | 0.97 | 1269 | -1.8 | -0.159 | -1.07 | 0.763 | -1.9%
O=C(CCS(=O)(=O)c1ccc(Br)s1)NCc1ccc2c(c1)OCO2 | -4.0% | 0.9% | 6.0 | 1.7 | 13.5 | 3.9% | i | 22.9 | -3.0 | 1011 | -0.02 | 1411 | 0.299 | -0.25 | 0.336 | -1.26 | -0.8%
Cc1sc2nc(SCc3nc(-c4cccs4)no3)n(-c3ccccc3)c(=O)c2c1C | 1.0% | 1.7% | 4.3 | 1.9 | 5.9 | 5.0% | i | 7.3 | 1.3 | 1289 | -0.22 | 1386 | -0.181 | 0.212 | 0.54 | 0.564 | 33.8%
